High-throughput results (PubChem BioAssay)
Pf gametocyte = kills late stage P. falciparum gametocytes | AID 743093 | P. falciparum stage V gametocytes, ATP luminescence, 24 h | hit rate 0.065% among 150,000 | inhibition, % at 10.9 µM;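 active = inhibition above the mean plus 3 SD of compounds within the control limits, set per campaign, cut at about 38% in these data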;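 note: 0% = DMSO wells and 100% = medium only without gametocytes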
ABCB1 block = human ABCB1 inhibition, ABCG2 as counter-screen. P08183. CCRF-Adr cells, JC-1 efflux, flow cytometry. inhibition, % at 6.6 µM. hit rate 0.067% among 190,000. AID 1326; in the data active = inhibition above about 40%;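 note: 0% = vehicle and 100% = reference inhibitor; higher value means more JC-1 retained so stronger ABCB1 efflux block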
Target sequence (P08183 whole entry, looked up): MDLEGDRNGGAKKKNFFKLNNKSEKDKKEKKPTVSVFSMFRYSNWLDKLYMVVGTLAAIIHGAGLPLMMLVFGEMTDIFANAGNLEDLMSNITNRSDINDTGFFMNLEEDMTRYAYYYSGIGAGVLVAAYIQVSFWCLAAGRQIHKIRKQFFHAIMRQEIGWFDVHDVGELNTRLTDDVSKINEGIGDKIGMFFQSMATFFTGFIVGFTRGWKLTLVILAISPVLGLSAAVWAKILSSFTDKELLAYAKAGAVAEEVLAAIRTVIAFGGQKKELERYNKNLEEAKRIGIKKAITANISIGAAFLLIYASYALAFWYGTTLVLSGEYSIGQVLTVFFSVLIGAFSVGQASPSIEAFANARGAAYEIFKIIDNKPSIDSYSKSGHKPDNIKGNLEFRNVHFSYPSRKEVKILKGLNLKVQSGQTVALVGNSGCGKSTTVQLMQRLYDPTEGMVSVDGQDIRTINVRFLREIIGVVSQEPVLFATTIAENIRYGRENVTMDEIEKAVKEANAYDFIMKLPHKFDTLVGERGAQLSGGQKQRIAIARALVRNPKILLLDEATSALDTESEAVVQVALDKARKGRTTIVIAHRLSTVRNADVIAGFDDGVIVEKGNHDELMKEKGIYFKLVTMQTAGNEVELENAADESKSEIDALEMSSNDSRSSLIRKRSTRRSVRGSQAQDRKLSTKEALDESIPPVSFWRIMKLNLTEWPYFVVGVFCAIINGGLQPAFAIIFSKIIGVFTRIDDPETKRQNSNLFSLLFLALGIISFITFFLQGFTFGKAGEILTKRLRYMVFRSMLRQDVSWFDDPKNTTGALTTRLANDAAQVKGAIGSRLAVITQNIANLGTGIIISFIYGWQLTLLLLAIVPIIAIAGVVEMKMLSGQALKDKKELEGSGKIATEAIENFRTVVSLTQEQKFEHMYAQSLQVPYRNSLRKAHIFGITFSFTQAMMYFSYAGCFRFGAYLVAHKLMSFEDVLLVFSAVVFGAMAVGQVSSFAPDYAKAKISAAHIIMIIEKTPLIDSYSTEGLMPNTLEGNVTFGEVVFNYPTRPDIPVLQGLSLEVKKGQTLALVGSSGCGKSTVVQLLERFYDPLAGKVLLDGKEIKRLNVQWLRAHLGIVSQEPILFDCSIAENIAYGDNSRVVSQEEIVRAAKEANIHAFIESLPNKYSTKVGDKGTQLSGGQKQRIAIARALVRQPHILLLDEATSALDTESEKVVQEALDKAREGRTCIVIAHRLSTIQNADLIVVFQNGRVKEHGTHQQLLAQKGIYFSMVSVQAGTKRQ
Avidin fluor = compound fluoresces at 488/530 nm on avidin beads. fluorescence (KMESF) at 10 µM. hit rate 0.38% among 220,000. compound fluorescence 488/530 nm, flow cytometry; active compounds read high. AID 1775; in the data active = fluorescence above about 47; note: inactives centre near 10
Rab7 wt GTP bind = alters GTP binding to wildtype dog Rab7; hit rate 0.055% among 190,000; GST-Rab7 beads, fluorescent GTP binding, flow cytometry; actives lie on both sides; untreated = 100%, excess cold GTP = 0%; GTP binding activity (percent of control), % at 10 µM;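 active = fluorescent GTP binding to Rab7 beads changed by at least 20 points from the 100% baseline, either direction, mostly lower; inconclusive = compound itself probably fluorescent, or too few beads counted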;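 note: median green fluorescence of bound Bodipy-FL-GTP per Rab7 bead population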
Mcl1-Noxa inh = Mcl-1/Noxa interaction inhibition; Q07820; TR-FRET Mcl-1/Noxa peptide binding, 2 h; inhibition, % at 21.7 µM; hit rate 1.5% among 220,000;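 active = compounds that cut the protein-peptide binding signal by more than 50% relative to plate controls in a single-dose test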;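 note: His-tagged Mcl-1 with rhodamine Noxa BH3 peptide and terbium anti-His antibody; 0% = Mcl-1 plus Noxa peptide wells and 100% = peptide-only wells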
Rac1 wt modul = modulators of human Rac1 wildtype GTP binding; P63000; GST-Rac1 beads, fluorescent GTP binding, flow cytometry; actives lie on both sides; 0 = cold GTP competed, 100 = untreated; GTP binding activity (% of control), % at 10 µM; hit rate 0.27% among 190,000;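 active = GTP binding activity at least 20 points away from the 100% control level, either lower or higher; inconclusive = compound flagged as likely green fluorescent, judged across all proteins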
Rac1 mut GTP = alters GTP binding to activated mutant human Rac1; AID 764; percent activity (GTP binding), % at 10 µM; GST-Rac1 activated beads, fluorescent GTP binding, flow cytometry; actives lie on both sides; 100% means binding = to untreated wells; hit rate 0.11% among 190,000;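 active = GTP binding at least 20 percentage points away from the 100% baseline, in either direction, so actives lie on both sides; inconclusive = Compound likely fluorescent itself, or too few beads counted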
HRas wt GTP bind = modulators of GTP binding to human HRas wildtype. GST-Ras wt beads, Bodipy-FL-GTP binding, flow cytometry; actives lie on both sides. GTP binding activity, % at 10 µM. hit rate 0.14% among 190,000. P01112. AID 759;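 active = GTP binding activity at least 20% away from the 100% baseline, either lowered as inhibitor or raised as activator; inconclusive = flagged as likely green fluorescent, judged across all proteins in the well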;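 note: 0% = unlabeled GTP competition control and 100% = no-compound control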
Cdc42 wt GTP = human Cdc42 wildtype GTP binding change, either direction. P60953. GST-Cdc42 beads, Bodipy-GTP binding, flow cytometry; actives lie on both sides. percent activity (GTP binding), % at 10 µM. hit rate 0.2% among 190,000;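 active = percent activity GTP binding at least 20 points away from the 100% baseline, either down as inhibitor or up as activator; inconclusive = compound flagged as likely green fluorescent from well-wide comparison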;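 note: median bead fluorescence of bound Bodipy-FL-GTP at 100 nM; 0% = excess unlabeled GTP control and 100% = no compound control; below 100% means less GTP binding so inhibitor and above means activator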
ABCG2 inh = human ABCG2 inhibition, ABCB1 as counter-screen; IgMXP3 cells, JC-1 efflux, flow cytometry; inhibition, % at 6.6 µM; hit rate 0.1% among 190,000;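 active = inhibition above 80%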;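 note: 0% = DMSO and 100% = nicardipine control wells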
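Incubation: cells with compound and JC-1, 10 min at 25 °C, rotating, no wash / Test system: IgMXP3 (ABCG2) plus far-red-tagged CCRF-Adr (ABCB1) cells / Compound dosing: one concentration, 6.6 µM final / Also added: JC-1 fluorescent substrate / Evaluation: efflux inhibition in percent versus controls / Detection: flow cytometry, 530 nm JC-1 signal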
Rab2A wt mod = changes GTP binding to wildtype dog Rab2A, up or down; P61105; GST-Rab2 wt beads, Bodipy-GTP binding, flow cytometry; GTP binding activity, % at 10 µM; hit rate 0.19% among 190,000; AID 760;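 active = GTP binding activity at least 20 points away from 100%, either lowered or raised; inconclusive = signal likely due to the compound's own green fluorescence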;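 note: 0% = beads with excess unlabeled GTP and 100% = no-compound control corrected for plate trend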
Active calls of the source: *.

A first look (two entries):
`Cn1c(CNc2nc(-c3ccccc3)cs2)nnc1SCC(=O)c1ccccc1` gave Pf gametocyte -16, ABCB1 block 1.2, Avidin fluor 13, Rab7 wt GTP bind inconclusive, Mcl1-Noxa inh -4, Rac1 wt modul inconclusive, Rac1 mut GTP inconclusive, HRas wt GTP bind inconclusive, Cdc42 wt GTP inconclusive, ABCG2 inh 6 and Rab2A wt mod inconclusive.
For CC1CCCC(C)N1C(=O)CSc1nnc(NC(=O)c2cccs2)s1 (stereo not given) the results were ABCB1 block -0.6, Avidin fluor 6, Rab7 wt GTP bind 97, Mcl1-Noxa inh 6, Rac1 wt modul 105, Rac1 mut GTP 100, HRas wt GTP bind 100, Cdc42 wt GTP 103, ABCG2 inh 10 and Rab2A wt mod 99.

All compounds of this part (from the top)
`Cn1c(CNc2nc(-c3ccccc3)cs2)nnc1SCC(=O)c1ccccc1` gave Pf gametocyte -16, ABCB1 block 1.2, Avidin fluor 13, Rab7 wt GTP bind inconclusive, Mcl1-Noxa inh -4, Rac1 wt modul inconclusive, Rac1 mut GTP inconclusive, HRas wt GTP bind inconclusive, Cdc42 wt GTP inconclusive, ABCG2 inh 6 and Rab2A wt mod inconclusive.
For CC1CCCC(C)N1C(=O)CSc1nnc(NC(=O)c2cccs2)s1 (stereo not given) the results were ABCB1 block -0.6, Avidin fluor 6, Rab7 wt GTP bind 97, Mcl1-Noxa inh 6, Rac1 wt modul 105, Rac1 mut GTP 100, HRas wt GTP bind 100, Cdc42 wt GTP 103, ABCG2 inh 10 and Rab2A wt mod 99.
`Cc1ccc(SCC(=O)NC(=O)c2ccc(S(=O)(=O)N(C)C)cc2)cc1C` gave Pf gametocyte -3, ABCB1 block 1.2, Avidin fluor 2, Rab7 wt GTP bind 102, Mcl1-Noxa inh 0, Rac1 wt modul 102, Rac1 mut GTP 96, HRas wt GTP bind 102, Cdc42 wt GTP 102, ABCG2 inh 4 and Rab2A wt mod 102.
Screening Cc1ccnc(NS(=O)(=O)c2ccc(NC(=O)c3ccc4c(c3)OCCO4)cc2)n1 returned Pf gametocyte 5, ABCB1 block 0.2, Avidin fluor 5, Rab7 wt GTP bind 103, Mcl1-Noxa inh 6, Rac1 wt modul 94, Rac1 mut GTP 93, HRas wt GTP bind 95, Cdc42 wt GTP 91, ABCG2 inh 0 and Rab2A wt mod 95.
Screening Cc1ccc2cccc(S(=O)(=O)NC3CCS(=O)(=O)C3)c2n1 (stereo not given) returned ABCB1 block 0.4, Avidin fluor 14, Rab7 wt GTP bind 99, Mcl1-Noxa inh 6, Rac1 wt modul 98, Rac1 mut GTP 93, HRas wt GTP bind 99, Cdc42 wt GTP 99, ABCG2 inh 3 and Rab2A wt mod 97.
Screening COc1ccc(C(=S)N2CCCC2)cc1C returned ABCB1 block 0.1, Avidin fluor 6, Rab7 wt GTP bind 104, Mcl1-Noxa inh -4, Rac1 wt modul 109, Rac1 mut GTP 102, HRas wt GTP bind 103, Cdc42 wt GTP 105, ABCG2 inh 0 and Rab2A wt mod 102.
`COc1ccc(CC(=O)O/N=C(\N)Cc2ccc(OC)cc2)cc1` gave ABCB1 block 0.5, Avidin fluor 11, Rab7 wt GTP bind 103, Mcl1-Noxa inh -3, Rac1 wt modul 100, Rac1 mut GTP 100, HRas wt GTP bind 102, Cdc42 wt GTP 103, ABCG2 inh 3 and Rab2A wt mod 101.
N#CCOC(=O)C1CSC2(c3ccc(Br)cc3)CCC(=O)N12 (stereo not given) was read as ABCB1 block 0.0, Avidin fluor 25, Rab7 wt GTP bind 95, Mcl1-Noxa inh 8, Rac1 wt modul 101, Rac1 mut GTP 97, HRas wt GTP bind 93, Cdc42 wt GTP 99, ABCG2 inh 0 and Rab2A wt mod 97.
Screening CN(CC(=O)Nc1cccc(F)c1)CC(=O)Nc1ccccc1[N+](=O)[O-] returned ABCB1 block -0.8, Avidin fluor 10, Rab7 wt GTP bind 97, Mcl1-Noxa inh 6, Rac1 wt modul 97, Rac1 mut GTP 95, HRas wt GTP bind 96, Cdc42 wt GTP 97, ABCG2 inh 24 and Rab2A wt mod 99.
Screening Cc1ccc(-c2nnc(SCC(=O)NC(=O)Nc3ccc(C)cc3C)n2N)cc1 returned Pf gametocyte 4, ABCB1 block -0.2, Avidin fluor 13, Rab7 wt GTP bind inconclusive, Mcl1-Noxa inh -8, Rac1 wt modul inconclusive, Rac1 mut GTP inconclusive, HRas wt GTP bind inconclusive, Cdc42 wt GTP inconclusive, ABCG2 inh 0 and Rab2A wt mod inconclusive.
`CN(C)S(=O)(=O)c1ccc2nc(NC(=O)c3cccnc3)sc2c1` gave ABCB1 block 0.5, Avidin fluor 11, Rab7 wt GTP bind 93, Mcl1-Noxa inh 40, Rac1 wt modul 95, Rac1 mut GTP 95, HRas wt GTP bind 96, Cdc42 wt GTP 96, ABCG2 inh 3 and Rab2A wt mod 94.
`CCOC(=O)C1CCCN1C(=O)c1ccc(OC)c(Br)c1` (stereo not given) gave Pf gametocyte -11, ABCB1 block 0.1, Avidin fluor 8, Rab7 wt GTP bind 92, Mcl1-Noxa inh 5, Rac1 wt modul 91, Rac1 mut GTP 95, HRas wt GTP bind 91, Cdc42 wt GTP 92, ABCG2 inh 2 and Rab2A wt mod 95.
CCCC[C@@H]1CNC(=S)N1CCCC was read as Pf gametocyte -20, ABCB1 block 0.8, Avidin fluor 4, Rab7 wt GTP bind 97, Mcl1-Noxa inh -2, Rac1 wt modul 95, Rac1 mut GTP 96, HRas wt GTP bind 94, Cdc42 wt GTP 96, ABCG2 inh 2 and Rab2A wt mod 96.
Cc1cc(-n2c(C)cc(C(=O)COc3ccccc3[N+](=O)[O-])c2C)no1 was read as Pf gametocyte 3, ABCB1 block 1.4, Avidin fluor 11, Rab7 wt GTP bind 99, Mcl1-Noxa inh 12, Rac1 wt modul 97, Rac1 mut GTP 98, HRas wt GTP bind 95, Cdc42 wt GTP 96, ABCG2 inh 14 and Rab2A wt mod 97.
CC(=O)N/N=c1\sc2ccccc2n1C was read as Pf gametocyte 2, ABCB1 block 0.0, Avidin fluor 8, Rab7 wt GTP bind 95, Mcl1-Noxa inh 14, Rac1 wt modul 102, Rac1 mut GTP 96, HRas wt GTP bind 100, Cdc42 wt GTP 100, ABCG2 inh 0 and Rab2A wt mod 98.
`CC(C)c1ccc2oc(-c3cc(N)ccc3O)nc2c1` gave Pf gametocyte -18, ABCB1 block 0.1, Avidin fluor 6, Rab7 wt GTP bind 98, Mcl1-Noxa inh -16, Rac1 wt modul 103, Rac1 mut GTP 98, HRas wt GTP bind 98, Cdc42 wt GTP 102, ABCG2 inh 1 and Rab2A wt mod 99.
`COc1ccc(C(=O)N[C@H](C(=O)N2CCN(c3ccccc3F)CC2)C(C)C)cc1` gave Pf gametocyte 18, ABCB1 block 1.2, Avidin fluor 20, Rab7 wt GTP bind 103, Mcl1-Noxa inh 15, Rac1 wt modul 97, Rac1 mut GTP 97, HRas wt GTP bind 96, Cdc42 wt GTP 95, ABCG2 inh -1 and Rab2A wt mod 95.
`O=C(CSc1nnc2ccccn12)Nc1ccccc1C(=O)NC1CC1` gave ABCB1 block 0.5, Avidin fluor 8, Rab7 wt GTP bind 102, Mcl1-Noxa inh -8, Rac1 wt modul 102, Rac1 mut GTP 99, HRas wt GTP bind 102, Cdc42 wt GTP 106, ABCG2 inh 1 and Rab2A wt mod 103.
For COCCn1c(C)cc(C2=NNC(=Nc3ccccc3)SC2)c1C the results were Pf gametocyte 18, ABCB1 block 1.6, Avidin fluor 11, Rab7 wt GTP bind 99, Mcl1-Noxa inh 16, Rac1 wt modul 101, Rac1 mut GTP 103, HRas wt GTP bind 105, Cdc42 wt GTP 105, ABCG2 inh 4 and Rab2A wt mod 107.
Screening Cn1cc(CN2CCCC(CO)(Cc3ccccc3)C2)cn1 (stereo not given) returned Pf gametocyte -20, ABCB1 block 0.5, Avidin fluor 11, Rab7 wt GTP bind 99, Mcl1-Noxa inh -2, Rac1 wt modul 98, Rac1 mut GTP 98, HRas wt GTP bind 98, Cdc42 wt GTP 99, ABCG2 inh 2 and Rab2A wt mod 98.
O=C(NNC(=S)Nc1cccc(Cl)c1)c1ccccc1OC(F)F was read as ABCB1 block -1.3, Avidin fluor 2, Rab7 wt GTP bind 97, Mcl1-Noxa inh -44, Rac1 wt modul 100, Rac1 mut GTP 97, HRas wt GTP bind 95, Cdc42 wt GTP 98, ABCG2 inh -8 and Rab2A wt mod 97.
`Nn1c(=O)[nH]c2c([nH]c3ccccc32)c1=O` gave Pf gametocyte -32, ABCB1 block -0.3, Avidin fluor 24, Rab7 wt GTP bind 94, Mcl1-Noxa inh 4, Rac1 wt modul 93, Rac1 mut GTP 94, HRas wt GTP bind 91, Cdc42 wt GTP 94, ABCG2 inh 0 and Rab2A wt mod 92.
`COc1ccc(/C(N)=N/OC(=O)c2cccs2)cc1OC` gave Pf gametocyte 11, ABCB1 block 0.2, Avidin fluor 9, Rab7 wt GTP bind 100, Mcl1-Noxa inh 4, Rac1 wt modul 96, Rac1 mut GTP 96, HRas wt GTP bind 96, Cdc42 wt GTP 96, ABCG2 inh 4 and Rab2A wt mod 98.
Screening CCn1c(=O)cc(OCC(=O)N2CCN(C(=O)c3ccco3)CC2)c2ccccc21 returned Pf gametocyte 2, ABCB1 block 0.1, Avidin fluor 16, Rab7 wt GTP bind 99, Mcl1-Noxa inh -7, Rac1 wt modul 106, Rac1 mut GTP 100, HRas wt GTP bind 102, Cdc42 wt GTP 103, ABCG2 inh 0 and Rab2A wt mod 101.
Screening O=S(=O)(/N=C(/Nc1ccc(F)c(F)c1F)c1ccccc1)c1ccccc1 returned ABCB1 block 1.2, Avidin fluor 7, Rab7 wt GTP bind 99, Mcl1-Noxa inh 8, Rac1 wt modul 103, Rac1 mut GTP 100, HRas wt GTP bind 101, Cdc42 wt GTP 104, ABCG2 inh 16 and Rab2A wt mod 99.
`C=CCn1c(CCC(=O)O)ccc1-c1ccccc1` gave Pf gametocyte 7, ABCB1 block 0.0, Avidin fluor 38, Rab7 wt GTP bind 101, Mcl1-Noxa inh -5, Rac1 wt modul 96, Rac1 mut GTP 96, HRas wt GTP bind 99, Cdc42 wt GTP 100, ABCG2 inh -1 and Rab2A wt mod 96.
Screening CC(=O)Nc1cccc(NC(=O)CSc2ccc(-c3ccccn3)nn2)c1 returned Pf gametocyte 0, ABCB1 block 0.7, Avidin fluor 26, Rab7 wt GTP bind 98, Mcl1-Noxa inh 3, Rac1 wt modul 99, Rac1 mut GTP 96, HRas wt GTP bind 96, Cdc42 wt GTP 98, ABCG2 inh 3 and Rab2A wt mod 98.
